Compound activity deposited in PubChem BioAssay by several laboratories.
AddAB inh: less growth of phage-infected E. coli with AddAB; 330,000 compounds, 0.29% hits; E. coli expressing H. pylori AddAB, absorbance growth; inhibition, % at 11.9 µM; in the data active = inhibition above about 12%;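 also: 0% = vehicle wells of infected cells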
E coli growth: bacterial growth inhibition, counter-screen for AddAB inhibitors | inhibition, % at 11.9 µM | AID 449728 | 330,000 compounds, 0.27% hits | E. coli V3065 growth, OD600 absorbance, 18 h;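 active = inhibition above the campaign's mean inhibition across all tested compounds plus 3 SD, cut at about 9.9% in these data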;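 also: uninfected addAB+ strain grown without phage in ampicillin broth; 0% = DMSO wells and 100% = ciprofloxacin 0.95 µg/ml wells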
phage Ecoli inh: E. coli growth loss with phage present; 360,000 compounds, 0.26% hits; inhibition, % at 11.9 µM; growth absorbance; in the data active = inhibition above about 11%
PfHsp90 yeast 2: growth inhibition of yeast expressing Plasmodium Hsp90; AID 504621; 310,000 compounds, 0.32% hits; S. cerevisiae expressing PfHsp90, BacTiter-Glo ATP, 48 h; yeast lacking PDR1 and PDR3 efflux regulators; inhibition, % at 9.4 µM;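 active = every replicate shows inhibition above about 80%, whatever the replicate mean, limit read from the data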;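 also: 0% = DMSO neutral controls and 100% = 20 µM radicicol positive controls; yeast relying on Plasmodium falciparum Hsp90 in place of its own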
Pemphigus Ab inh: human desmoglein-3 autoantibody binding inhibition; P32926; DSG3-coupled beads, scFv-anti-DSG3-GFP binding, flow cytometry; stronger effect = lower value; binding (percent of control), % at 10 µM; 310,000 compounds, 0.48% hits;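 active = binding more than 3 SD below its plate's average and above zero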;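 also: hits lower antibody fragment binding to DSG3; some compounds called inactive have numbers as strong as hits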
MOR-DOR inv ag: inverse agonists of human mu-delta opioid receptor heterodimerization; cell-based MOR-DOR heterodimer luminescence, inverse agonism; 340,000 compounds, 0.21% hits; inhibition, % at 9.3 µM; in the data active = inhibition above about 22%, passing the limit was not always enough;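 also: 0% = cells with DMSO and 100% = wells without cells with DMSO; values of inactives mirror those of a sister screen read the other way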
HTR5A inv ctr: inverse agonist of human HTR5A in OPRM1-OPRD1 counter-screen | inhibition, % at 9.3 µM | AID 504634 | P47898 | HTR5A cell line, luminescence, inverse agonism | 340,000 compounds, 0.083% hits; in the data active = inhibition mostly above about 23%, no sharp cut-off; inactive = mostly below about 18%;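 also: 0% = cells with DMSO and 100% = no-cell wells with DMSO; some compounds called inactive have numbers as strong as hits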
Target sequence (P47898 whole entry, looked up): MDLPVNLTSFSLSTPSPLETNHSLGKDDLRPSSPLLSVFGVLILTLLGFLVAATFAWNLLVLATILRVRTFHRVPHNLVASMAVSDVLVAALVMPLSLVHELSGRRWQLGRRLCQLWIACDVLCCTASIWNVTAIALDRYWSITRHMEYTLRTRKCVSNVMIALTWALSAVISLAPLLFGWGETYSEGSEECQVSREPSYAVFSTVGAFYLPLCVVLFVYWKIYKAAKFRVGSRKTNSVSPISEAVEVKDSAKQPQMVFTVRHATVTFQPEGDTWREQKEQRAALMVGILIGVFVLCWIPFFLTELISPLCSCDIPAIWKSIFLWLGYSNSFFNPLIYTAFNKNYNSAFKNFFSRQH
MOR-DOR ag: OPRM1-OPRD1 heterodimerization agonism; activation, % at 9.3 µM; 340,000 compounds, 0.3% hits; AID 504326; P35372+P41143; cells, luminescence; in the data active = activation above about 18%;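 also: 0% = vehicle-treated cells and 100% = reference agonist; values of inactives mirror those of a sister screen read the other way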
PKA-R1A act: PKA-R1A complex activation; P00514+P68181; PKA-R1A dissociation, Cy5-IP20 fluorescence polarization; scaled: DMSO 0%, 113 µM cGMP 100%; activation, % at 11.4 µM; 340,000 compounds, 0.083% hits; AID 504707;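 active = percent activation above the mean of all tested compounds plus 3 SD, cut at about 19% in these data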;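 also: higher means more PKAc released from R1A so a rise in polarization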
HTR5A ag: counter-screen for OPRM1-OPRD1 agonists: human HTR5A agonism. 340,000 compounds, 0.61% hits. activation, % at 9.3 µM. HTR5A agonist assay, luminescence, cell-based; in the data active = activation mostly above about 9.5%, no sharp cut-off; inactive = mostly below about 7.6%;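 also: 0% = cells with vehicle only and 100% = reference agonist; strong numbers were not always called active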
SUMO Mot1 rescue: blocks SUMOylation pathway, rescuing yeast Mot1-301 growth; 320,000 compounds, 1% hits; S. cerevisiae Mot1-301 growth rescue, ATP luminescence, 38.5C; percent above DMSO median, 100 means doubled; growth rescue, % at 18.8 µM;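 active = every valid replicate shows activation above 250% relative to neutral control wells; inactive = the rest, any valid replicate at or below 250%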;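 also: OY570 slx delta 5 strain wells were the positive control but not used for scaling; some compounds called inactive have numbers as strong as hits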
* hit, by the source's call; . = no result given.

SMILES | AddAB inh | E coli growth | phage Ecoli inh | PfHsp90 yeast 2 | Pemphigus Ab inh | MOR-DOR inv ag | HTR5A inv ctr | MOR-DOR ag | PKA-R1A act | HTR5A ag | SUMO Mot1 rescue
COc1cccc(N(CC(=O)N/N=C(\C)c2cccs2)S(C)(=O)=O)c1 | 1.8 | 0.4 | 1.3 | -7 | 122 | 4 | -21 | -0.8 | 3 | 2 | -7
C[C@H](CO)N1C[C@H](C)[C@@H](CN(C)S(=O)(=O)c2cccs2)Oc2c(NS(=O)(=O)c3cn(C)cn3)cccc2C1=O | 2.9 | 0.8 | -0.5 | 13 | 103 | 14 | 1 | -2.5 | 0 | 2 | 2
O=S(=O)(c1ccc2ccccc2c1)N1CCN(C(=S)Nc2ccc(F)cc2)CC1 | 0.7 | 0.8 | 5.4 | -17 | 103 | -25 | -12 | 5.7 | -3 | 0 | 2
C=CCON/C(CCC)=C1\C(=O)C(C(=O)OC)C(C)(C)CC1=NC (configuration not stated) | -1.4 | -2.9 | 1.8 | 1 | 104 | 11 | -4 | -2.1 | 4 | 1 | -11
Cc1ccc(C)n1-c1ccc(-c2ccnc(N)n2)cc1 | . | . | 0.5 | . | 112 | 0 | -16 | 0.1 | 0 | 6 | .
COc1ccc(C(=O)N2CC(=O)Nc3ccc(F)cc3C2c2ccccc2)cc1 (configuration not stated) | . | . | 2.0 | -8 | 127 | 18 | 4 | -4.0 | -3 | -1 | -13
O=C(c1ccccc1)N1CCN(CC(O)COCC2CC=CCC2)CC1 (configuration not stated) | 1.5 | -0.6 | 4.3 | -13 | . | 5 | -10 | -0.8 | 9 | 4 | -4
N#CC1=C(N)S[C@@H](C(=O)c2ccc(F)cc2)[C@@H]1c1cccs1 | -0.7 | -1.5 | 2.3 | -14 | 102 | 15 | 3 | -2.4 | -3 | 2 | -19
COc1ccccc1NC(=O)CSc1nnnn1Cc1ccccc1 | 3.0 | 1.4 | 0.5 | -8 | 116 | 5 | 17 | -0.8 | -2 | 5 | -3
Cc1cc(C(=O)NCc2ccccc2Br)no1 | 1.1 | -1.0 | 0.7 | . | 98 | 13 | -5 | -2.5 | -9 | -1 | -13
CCn1c(CNC(=O)c2ccc(Cl)cc2)nnc1SCC(=O)N1CCOCC1 | 0.3 | -0.3 | -0.1 | -2 | 112 | 22 | -6 | -4.3 | 0 | 2 | -5
CC(C)C[C@H]1CNC(=S)N1CC1CCN(CC2CCC(C(C)(C)C)CC2)CC1 (some centres not stated) | . | . | 0.5 | 10 | 118 | 5 | 2 | -1.1 | -6 | -1 | .
CCCS(=O)(=O)NCc1cn2c(C)csc2n1 | 0.0 | 0.1 | 2.0 | -4 | 121 | 6 | 9 | -1.0 | 3 | -3 | -19
CCc1nnc(NC(=O)CSc2nnc(COc3ccccc3)n2Cc2ccccc2)s1 | 5.0 | -1.7 | 3.4 | -62 | 103 | 10 | -1 | -2.3 | -8 | 0 | -23
CSc1ccc(C2Nc3cccc4cccc(c34)N2)cc1 | -1.5 | -2.3 | 3.7 | -2 | 101 | -12 | 1 | 2.5 | -10 | 0 | 6
O=C(OC(C(=O)Nc1ccc(Cl)cc1C(F)(F)F)c1ccccc1)C1=COCCO1 (configuration not stated) | -0.3 | -1.9 | 2.0 | -16 | 99 | -7 | -21 | 1.2 | 4 | 8 | 148
Cn1c(Sc2ccccc2Cl)c(C=O)c2ccccc21 | -0.5 | -0.9 | 2.3 | -8 | 100 | -13 | -50 | 2.2 | -20 | 4 | -4
CCCCC1CCC(C(=O)Nc2ccc(N3CCOCC3)cc2N2CCOCC2)CC1 (configuration not stated) | 1.7 | 2.1 | 0.4 | 3 | . | 4 | 0 | -0.9 | 0 | 0 | -9
Cc1ccc(/C=N/NC(=O)c2nnn(-c3nonc3N)c2-c2cccs2)cc1 | 5.0 | -1.0 | 2.9 | 7 | 99 | 11 | -17 | -2.1 | -6 | 4 | 222
O=C1C2C3CCC(C3)C2C(=O)N1Cc1ccccc1 (configuration not stated) | -0.7 | -0.3 | 3.7 | -12 | 95 | 15 | 9 | -2.5 | 4 | -3 | -8
COc1ccccc1C(=O)O/N=C(\N)c1ccccc1Cl | 0.7 | 2.6 | 2.5 | 8 | 130 | -56 | 2 | 8.5 | 6 | -1 | -3
COc1ccccc1Nc1nc(N)nc(CSC(=S)N2CC(C)CC(C)C2)n1 (configuration not stated) | 1.2 | -2.9 | 3.2 | -2 | 109 | -6 | 20 | 1.1 | -2 | -6 | 5
Cn1nnc(NC(=O)c2ccco2)n1 | 0.9 | 3.4 | 0.8 | 1 | 96 | 4 | -7 | -0.8 | 7 | -4 | -13
O=C(CSc1nc2c(c(=O)n1-c1ccc(Cl)cc1)SCC2)Nc1ccc2c(c1)OCCO2 | -1.4 | 0.9 | 0.8 | 2 | 100 | 9 | -3 | -1.6 | 2 | 1 | -3
O=[N+]([O-])c1ccc(O)c(-c2nn[nH]n2)c1 | 0.9 | -0.3 | 1.7 | -23 | 104 | 9 | -5 | -2.3 | -6 | 2 | -16
Later entries.
SMILES | AddAB inh | E coli growth | phage Ecoli inh | PfHsp90 yeast 2 | Pemphigus Ab inh | MOR-DOR inv ag | HTR5A inv ctr | MOR-DOR ag | PKA-R1A act | HTR5A ag | SUMO Mot1 rescue
COCc1cc(C)nc(SCC(=O)Nc2ccccc2N2CCOCC2)c1C#N | -2.0 | -2.8 | 0.6 | 9 | . | 15 | -11 | -2.6 | 4 | 3 | 22
CCCCCCSc1ccc(-c2nc3ccc(Cl)cn3c2NC2CCCCC2)cc1 | -0.7 | 0.2 | 3.0 | 16 | 114 | 5 | 3 | -0.9 | -6 | -2 | -10
Cc1ccc(Cn2ccc(NC(=O)c3c(-c4ccccc4Cl)noc3C)n2)cc1 | -1.8 | 4.0 | 1.7 | 6 | 103 | 3 | -7 | -0.6 | 1 | 3 | -2
Cc1cc(NC(=O)CSc2nc3ccccc3[nH]2)no1 | 2.8 | 3.3 | 0.3 | -7 | 106 | 23 | -4 | -4.7 | -8 | 1 | -8
O=c1c2c(-c3ccccc3)csc2nc2c3ccccc3c(NCCN3CCOCC3)nn12 | . | . | 1.4 | 10 | 102 | -11 | 5 | 2.4 | 5 | -2 | .
Cc1ccccc1CSCC(=O)NC(=O)NC(C)(C)C | -4.5 | -4.1 | 1.8 | -4 | 104 | -36 | -23 | 6.2 | 3 | -1 | -14
S=C(NCCCn1ccnc1)NC1CCCCC1 | 2.9 | 0.7 | 3.4 | -1 | 104 | 4 | -10 | -0.7 | 1 | 3 | 4
Cc1nc2nc(C)c(CCC(=O)N3CCN(c4ccccc4)CC3)c(C)n2n1 | 0.9 | -0.6 | 1.4 | . | 99 | 4 | 11 | -0.8 | -2 | -4 | 28
CC(=O)c1ccccc1OCCOc1ncnc2sccc12 | 5.6 | 0.2 | -1.1 | . | 109 | 12 | -9 | -2.4 | -4 | -3 | 117
CCOc1ccc(OCCn2c(SCC(=O)O)nc3ccccc32)cc1 | -0.2 | -1.9 | -1.6 | 2 | 101 | 15 | -1 | -3.3 | -1 | 0 | -17
Cc1ccc(NC(=O)Nc2nnc(-c3ccccc3)o2)cc1 | 2.7 | 2.2 | 1.7 | -15 | 83 | 23 | -14 | -4.6 | 3 | -1 | 8
CCOC(=O)CCNC(=O)N1CCC(CCOc2ccccc2)(C(=O)OCC)CC1 | 0.4 | 1.6 | 3.3 | 25 | 121 | 13 | 12 | -2.6 | -7 | -3 | 28
CCC1Oc2ccc(C)cc2N(CC(=O)NCCN2CCOCC2)C1=O (configuration not stated) | 0.8 | -2.0 | 1.9 | -26 | . | 11 | 14 | -1.7 | 3 | 5 | 160
Nn1c(SCC(=O)Nc2cc(S(=O)(=O)N3CCOCC3)ccc2Cl)nnc1-c1cccnc1 | 0.4 | 0.7 | 2.0 | 6 | 90 | 6 | 4 | -1.2 | -1 | -1 | -9
COc1ccccc1OCc1nnc(SCC(=O)N2CCCC2)o1 | 2.3 | 0.1 | 0.8 | -12 | . | -6 | 12 | 0.8 | -5 | -5 | -4
CC(C)c1csc(CN2CCCC(CNC(=O)c3cccc4ccccc34)C2)n1 (configuration not stated) | 0.4 | -1.9 | -2.3 | 7 | . | 3 | 8 | -0.5 | -5 | 0 | 22
O=C(C1=C(O)C(=O)N(CCN2CCOCC2)C1c1cccc(Br)c1)c1cccs1 (configuration not stated) | -0.1 | 0.4 | 1.4 | -10 | 96 | 4 | 16 | -0.9 | 8 | -4 | 4
NC(=S)c1cc2cc(Br)ccc2oc1=O | -3.4 | -0.1 | 2.4 | 2 | 102 | 17 | -11 | -3.1 | -12 | 0 | 78
CSc1ccc(Cl)c(C(=O)NCCCn2ccnc2)c1 | 3.0 | -0.8 | -0.6 | -6 | 94 | 11 | -5 | -2.1 | -15 | 1 | 179
Cc1ccc(/C=N/n2cnc3sc(-c4ccccc4)cc3c2=O)o1 | -4.0 | -2.1 | 0.3 | -1 | 106 | 8 | -5 | -1.3 | 5 | 1 | 10
CCOc1ccc(OCc2ccc(C(=O)Nc3ccc(Cl)cn3)o2)cc1 | 0.5 | 0.3 | 3.7 | 2 | 124 | -7 | -13 | 1.1 | -2 | 10 | -7
Cc1ccc(S(=O)(=O)Nc2ccccc2F)cc1C(=O)N1CCN(c2ccccc2O)CC1 | -3.2 | -1.2 | 1.4 | 3 | 104 | 14 | -5 | -3.5 | -18 | 2 | -5
O=C(O)c1cccc(S(=O)(=O)NCc2cccs2)c1 | -0.2 | 0.3 | 2.2 | 7 | 95 | 8 | 1 | -1.5 | -10 | 1 | -2
Cn1c(CCN2CCCCC2)nc2cc(NC(=O)COc3ccc(Cl)cc3)ccc21 | 0.8 | -2.8 | 5.0 | -15 | 101 | 12 | 2 | -2.2 | 3 | 6 | 15
CCC1(CC)C(=O)N(C)C(=O)NC1=Nc1ccc(OC)cc1 | 3.9 | -0.5 | 1.4 | 12 | 101 | 5 | 3 | -1.0 | 0 | -1 | 6
CC(C)OCCCNC(=O)C1CCC(CNS(=O)(=O)c2ccccc2)CC1 (configuration not stated) | -0.3 | 0.0 | 5.0 | -10 | 121 | 11 | -1 | -2.1 | -3 | -2 | .
Oc1ccc2nc(Cc3ccccc3)[nH]c2c1 | 3.5 | 0.6 | 2.2 | 6 | . | 11 | 1 | -2.0 | -8 | 0 | -12
COc1ccc(S(=O)(=O)N2CCC(C)CC2)cc1OC | 0.7 | 0.1 | -1.8 | -18 | 120 | 15 | 8 | -3.0 | 13 | -2 | -9
CCOC(=O)C1C(=O)NCC2CCCC21 (configuration not stated) | -5.2 | -0.2 | 2.1 | -8 | 100 | 2 | 9 | -0.3 | -3 | -3 | -20

3 compounds already listed, arranged by their value in SUMO Mot1 rescue, rising:
structure | AddAB inh | phage Ecoli inh | Pemphigus Ab inh | MOR-DOR inv ag | MOR-DOR ag | PKA-R1A act | SUMO Mot1 rescue
CCc1nnc(NC(=O)CSc2nnc(COc3ccccc3)n2Cc2ccccc2)s1 | 5.0 | 3.4 | 103 | 10 | -2.3 | -8 | -23
Cc1ccc(S(=O)(=O)Nc2ccccc2F)cc1C(=O)N1CCN(c2ccccc2O)CC1 | -3.2 | 1.4 | 104 | 14 | -3.5 | -18 | -5
COc1ccccc1NC(=O)CSc1nnnn1Cc1ccccc1 | 3.0 | 0.5 | 116 | 5 | -0.8 | -2 | -3
